From PubChem
Wnt bcat act: activates Wnt/beta-catenin signaling in a reporter cell assay | activator, plate reader | activation, % at 9.35 µM | hit rate 1.2% among 300,000 | AID 743398; in the data active means activation above about 30%, passing the limit was not always enough;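 further: 0% = neutral control wells and 100% = positive control wells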
V-ATPase pHluor: regulators of yeast V-ATPase proton transport; S. cerevisiae, pHLuorin cytosolic pH fluorescence; response, % at 10 µM; hit rate 0.37% among 350,000; in the data active means response mostly above about 7.3%, no sharp cut-off; inactive means mostly below about 5.4%; further: actives read high; inactives centre near 0; some compounds called inactive have numbers as strong as hits; reference of the scale not given here
DSG3 Ab inh: human desmoglein-3 autoantibody binding inhibition. DSG3-coupled beads, scFv-anti-DSG3-GFP binding, flow cytometry; active compounds read low. binding (percent of control), % at 10 µM. hit rate 0.48% among 310,000. AID 588358;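 active means binding more than 3 SD below its plate's average and above zero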;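 further: hits lower antibody fragment binding to DSG3; some compounds called inactive have numbers as strong as hits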
Target sequence (P32926 whole entry, looked up, the tested form may be a part): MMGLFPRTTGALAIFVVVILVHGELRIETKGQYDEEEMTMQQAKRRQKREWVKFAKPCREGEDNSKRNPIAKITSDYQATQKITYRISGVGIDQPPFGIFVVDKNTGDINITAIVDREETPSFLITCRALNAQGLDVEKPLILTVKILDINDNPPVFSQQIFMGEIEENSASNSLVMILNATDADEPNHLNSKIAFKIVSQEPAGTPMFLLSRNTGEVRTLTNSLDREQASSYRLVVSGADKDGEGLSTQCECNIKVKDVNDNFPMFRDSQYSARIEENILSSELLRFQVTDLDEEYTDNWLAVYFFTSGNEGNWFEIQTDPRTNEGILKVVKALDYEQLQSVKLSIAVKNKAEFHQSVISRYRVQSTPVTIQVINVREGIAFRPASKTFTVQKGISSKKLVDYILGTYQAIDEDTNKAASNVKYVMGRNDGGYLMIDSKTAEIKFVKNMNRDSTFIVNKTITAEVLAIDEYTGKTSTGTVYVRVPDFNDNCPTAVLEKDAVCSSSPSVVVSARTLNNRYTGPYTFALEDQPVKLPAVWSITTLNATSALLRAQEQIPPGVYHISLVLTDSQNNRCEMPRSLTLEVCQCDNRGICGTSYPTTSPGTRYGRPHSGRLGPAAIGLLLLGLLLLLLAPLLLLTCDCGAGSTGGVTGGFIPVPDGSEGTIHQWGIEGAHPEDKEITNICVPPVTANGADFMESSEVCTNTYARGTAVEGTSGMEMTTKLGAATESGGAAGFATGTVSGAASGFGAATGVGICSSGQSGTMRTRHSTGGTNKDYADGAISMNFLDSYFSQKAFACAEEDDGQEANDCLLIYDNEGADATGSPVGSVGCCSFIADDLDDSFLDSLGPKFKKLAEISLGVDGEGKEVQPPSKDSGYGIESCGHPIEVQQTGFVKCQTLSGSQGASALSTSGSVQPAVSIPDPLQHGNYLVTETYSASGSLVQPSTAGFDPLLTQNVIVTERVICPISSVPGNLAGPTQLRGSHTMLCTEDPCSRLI
Arr AP2 block: inhibitors of human beta-arrestin and AP2 interaction. inhibition, % at 10 µM. FITC-arrestin peptide / GST-AP2 beads, flow cytometry; AP2 beta2 appendage carries R879A mutation. hit rate 0.31% among 340,000. AID 504490;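 active means inhibition above a set limit, near 3 SD of compounds lacking own fluorescence, cut at about 54% in these data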;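 further: plate controls were DMSO wells for no effect and 5 µM unlabelled arrestin peptide for full effect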
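System: GST-AP2 R879A glutathione beads. Medium: PBS with 0.05% Tween 20 and 0.1% BSA. Also added: FITC-arrestin peptide, 50 nM. Incubation: 12 min plus 1 h, RT. Measured by: high-throughput flow cytometry of beads, ex 488, em 535 nm. Evaluation: percent drop in bead-associated FITC signal.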
The depositor's hits bear a star; · = not tested or not shown.

Wnt bcat act,DSG3 Ab inh,V-ATPase pHluor,Arr AP2 block,Structure
-1.9,94.9,·,·,CNC(=O)c1ccc(CN(C)C(=O)/C=C/c2ccc(S(=O)(=O)N3CCCCCC3)cc2)cc1
-0.4,92.6,·,·,COc1ccc(/C=C/C(=O)OCC(=O)N2c3ccccc3CC2C)c(OC)c1 (configuration not stated)
-3.5,100.4,·,·,CCOc1ccc(NC(=O)c2ccc(F)c(S(=O)(=O)N3CCCC3)c2)cc1
-3.0,92.8,·,·,CCCc1c(C(=O)N/N=C/c2c[nH]c3ccccc23)nnn1-c1nonc1N
0.3,105.6,·,·,COc1ccc(NS(=O)(=O)c2ccc(C)c(C(=O)NCc3ccccc3CN3CCCC3)c2)cc1
-4.3,98.1,·,·,CC(=O)Nc1ccc(NC(=O)CSc2nc(=O)n(CCCN3CCOCC3)c3c2CCC3)cc1
-3.0,98.5,·,·,C#CCOc1ccc(/C=C2/C(=O)N(c3ccc(S(N)(=O)=O)cc3)N=C2C)cc1OC
-0.8,92.9,·,·,CCc1ccc(C(=O)OCC(=O)Nc2c(C)n(C)n(-c3ccccc3)c2=O)cc1
-4.8,100.3,·,·,Cc1ccc(NC(=O)CSc2nc3cc(C(=O)NCC4CCCO4)ccc3c(=O)n2CC2CCCO2)cc1 (configuration not stated)
0.4,96.0,·,·,O=C(COC(=O)CNC(=O)c1ccccc1)NC12CC3CC(CC(C3)C1)C2
-1.5,97.8,·,·,CCCN1CCN(C(=O)c2ccc(CS(=O)c3ccc(Br)cc3)o2)CC1 (configuration not stated)
-1.8,97.3,·,·,Cc1ccc(OCC(=O)Nc2ccc3c(c2)nc(CCN2CCN(c4ccccn4)CC2)n3C)cc1
·,99.1,-3.5,4.7,Cc1cc(-c2ccccc2)nc2c(Br)c(C(=O)O)nn12
·,193.3,-2.6,-8.0,CCN(CC)c1ccc(/C=C2\SC(=O)N(C(C)C)C2=O)o1
1.5,90.7*,·,12.3,OC(c1ccccc1)C(O)c1ccccc1 (configuration not stated)

(next part)
Wnt bcat act,DSG3 Ab inh,V-ATPase pHluor,Arr AP2 block,Structure
-1.6,105.2,1.1,·,O=C(COC(=O)c1ccc(S(=O)(=O)N2CCOCC2)cc1)NCc1ccco1
6.4,99.5,-1.6,·,CCOc1ccc(OCCC(=O)Nc2ccccc2C(=O)NC2CC2)cc1
-0.5,99.9,-0.9,·,COc1ccccc1N1CCN(c2ccc3c(c2)S(=O)(=O)c2cccc(C(=O)NCC4CC4)c2C3=O)CC1
-1.4,101.7,-0.5,·,Cc1ccccc1C(=O)NC1CC2CCCC(C1)N2CC(C)C (configuration not stated)
-4.6,102.5,-0.7,·,CCc1ccc(/C=C2\SC(=S)N(CCCC(=O)NCCCN3CCOCC3)C2=O)cc1
-4.6,106.5,0.7,·,CCN(C(=O)CN1C(=O)NC2(CCC(C)CC2)C1=O)C1CCCCC1 (configuration not stated)
-6.7,104.7,2.3,·,Cc1ccc(S(=O)(=O)NCC(=O)NCC(=O)N(C)Cc2ccc(Br)s2)cc1C
6.3,95.3,1.9,·,Cc1ccc(N(CC(=O)NC(C)(C)C)C(=O)CCC(=O)Nc2ccccn2)c(C)c1
-6.3,105.5,0.2,·,Cc1cc(C)cc(C(=O)NCC(=O)OCC(=O)N2CCCC2)c1
-3.7,105.0,2.6,·,O=[N+]([O-])c1ccc(-c2nc(Cl)c3c(n2)CCCC3)o1
9.4,106.0,-1.9,·,COc1ccc(CC(=O)O/N=C(\N)c2ccncc2)cc1OC
0.9,100.8,-4.7,·,Cc1cc2c(cc1C)C(=O)CCC2
4.3,113.8,3.4,·,CSc1ncnc2c1ncn2CCCN1CCN(c2ncccn2)CC1
-0.9,104.2,-1.1,·,Cc1cc(C(=O)N2CCCC(N3CCN(c4ccccc4C)CC3)C2)no1 (configuration not stated)
1.0,106.3,-1.1,·,CN1C(=O)[C@H]2[C@@H](c3ccccc3)N[C@]3(CCCN(Cc4ccco4)C3=O)[C@H]2C1=O

Further entries:
Wnt bcat act,DSG3 Ab inh,V-ATPase pHluor,Arr AP2 block,Structure
0.7,104.3,0.1,·,C[C@@H]1CN([C@H](C)CO)C(=O)c2c(c3ccccc3n2C)-c2ccccc2CO[C@H]1CN(C)Cc1cccc(C(=O)O)c1
-3.1,99.0,0.7,·,O=C(O)C1CCN(C(=O)c2ccc(S(=O)(=O)N3CCCCCC3)cc2)CC1
-0.4,100.4,1.2,·,COc1cccc(S(=O)(=O)Nc2ccc3c(c2)[C@@H]2C[C@H](CC(=O)NCCc4ccccc4)O[C@H](CO)[C@@H]2O3)c1
-2.2,96.1,-1.0,·,O=S1(=O)CCN(Cc2ccccc2)CC1
-1.4,97.3,0.8,·,COc1ccc(/C=C/C(=O)Nc2ccc(C(C)=O)cc2)cc1S(=O)(=O)N1CCOCC1
-1.7,99.1,-2.8,·,CCC1=C(NCc2ccccc2)COC1=O
-3.0,104.9,2.2,·,CCCCN1C(=O)CC2CCOC21C (configuration not stated)
-1.8,107.7,1.6,·,O=C(c1ccc2ccccc2c1)c1cccc(F)c1C(=O)O
-2.7,100.7,-0.6,·,COc1ccc(S(=O)(=O)N2CCCCCC2)cc1C(=O)N1CCN(C(C)=O)CC1
28.2,106.5,0.1,·,Cn1nc(N)c2ncc(-c3ccc(Cl)cc3)nc21
-1.5,103.0,0.9,·,c1ccc(CN2CCC3CC2c2cc(N4CCCCC4)ccc23)cc1 (configuration not stated)
2.3,93.5,-5.1,·,C[C@H](CO)N1C[C@H](C)[C@H](CN(C)Cc2cncnc2)Oc2ncc(C#CC3(O)CCCC3)cc2C1=O
1.8,104.7,-1.9,·,CC(NS(=O)(=O)c1ccc2[nH]c(=O)[nH]c2c1)c1ccc(F)cc1 (configuration not stated)
0.1,97.7,-1.1,·,CCc1ccc(N2CC(C(=O)N3CCN(c4ccc([N+](=O)[O-])cc4)CC3)CC2=O)cc1 (configuration not stated)
-1.5,104.4,0.9,·,O=C(c1ccc(N2C(=O)CCC2=O)cc1)N1CCCSC1=Nc1ccccc1

Remaining list, next part
Wnt bcat act,DSG3 Ab inh,V-ATPase pHluor,Arr AP2 block,Structure
-2.2,98.5,0.6,·,CN(C)S(=O)(=O)c1cccc(NC(=O)c2ccccc2SCC(=O)N2CCCC2)c1
-0.3,102.0,-1.4,·,COc1ccc(C(=O)N2CCN(S(=O)(=O)c3ccc4c(c3)OCCO4)CC2)cc1
-3.2,106.0,-1.0,·,C[C@H](CO)N1C[C@H](C)[C@@H](CN(C)C(=O)Nc2ccccc2)Oc2ncc(C#CC3CCCCC3)cc2C1=O
-0.1,106.2,4.7,·,CCCN(CC(=O)Nc1ccccc1C)C(=O)c1cc2ccccc2oc1=O
-1.1,98.8,1.3,·,CN(C)CCCNC(=S)N1CCC(C(=O)c2ccc(Cl)cc2)CC1
-1.1,93.9,0.9,·,COc1ccc(C(=O)N(C)CCOc2ccc(Cl)cc2)cc1S(=O)(=O)N1CCCC1
-2.9,100.6,1.1,·,O=C1c2cccc3c2C2(O)c4c1cccc4C(=O)c1cccc(c12)C3=O
-2.5,105.2,1.7,·,Cc1noc(C)c1NC(=O)N(C)C[C@H]1OCc2cn(nn2)CCCC(=O)N([C@@H](C)CO)C[C@@H]1C
-11.8,102.0,1.5,·,CC(=O)Nc1ccc(S(=O)(=O)c2ccnc3cc(Cl)ccc23)cc1
-0.5,101.0,2.6,·,Cc1ccc(C=Cc2ccccn2)cc1
3.2,103.1,0.5,·,CC1(c2ccc(Cl)cc2)NC(=O)N(CC(=O)N2CCN(C(=O)c3cccs3)CC2)C1=O (configuration not stated)
0.3,107.4,1.8,·,CC(=O)Nc1cccc(C(=O)NN2C(=O)NC3(CCC(C)CC3)C2=O)c1 (configuration not stated)
-0.8,111.5,-0.8,·,CCCCN1CC(C)(C)[C@H](CC(=O)NC)C1=O
-4.4,122.3,3.9,·,COc1ccc(C(CNC(=O)c2ccc(OCc3csc(C)n3)cc2)N2CCCC2)cc1 (configuration not stated)
3.9,103.2,-1.4,·,Nc1ccccc1-c1nc2ccncc2[nH]1

Additional results follow:
Wnt bcat act,DSG3 Ab inh,V-ATPase pHluor,Arr AP2 block,Structure
-0.1,100.4,-3.4,·,COc1cc(-c2ccc3cc(OC)c(OC)c(OC)c3c2)cc(OC)c1OC
1.7,100.2,-0.4,·,O=C(NCc1nnnn1-c1ccc(Cl)cc1)c1ccc2c(c1)OCO2
6.0,105.3,1.3,·,Cc1ccc(C2NC(=S)N3C(c4ccc(C)cc4)NC(=S)N23)cc1 (configuration not stated)
-4.4,109.7,0.5,·,COC(=O)[C@H]1C[C@@]2(O)CN(S(=O)(=O)c3ccc(C)cc3)C[C@@]2(OC(=O)NC2CCCC2)C[C@H]1C(=O)OC
-4.1,101.8,-3.6,·,N=c1ncn(C2OC(CO)C(O)C2O)c2nc(Br)[nH]c12 (configuration not stated)
-0.9,95.9,-3.1,·,O=C(COc1ccc(Br)cc1)N(Cc1nnc(-c2ccccc2Cl)o1)C1CC1
-1.9,98.3,-1.4,·,COc1ccccc1C(=O)NNC(=O)c1cc2ccccc2cc1O
49.3*,104.9,-1.5,·,O=C(NC1CCCCC1)c1ccc2ccccc2c1
-1.8,108.8,-0.7,·,CCN(CC)C(=O)C1=C(C)N(Cc2ccc(C(C)(C)C)cc2)C(=O)C(CC(=O)NCc2cccc3ccccc23)C1 (configuration not stated)
-2.8,96.8,0.1,·,Cc1cc(-c2ccc(S(=O)(=O)NCc3ccc(Cl)cc3)cc2)on1
-1.6,103.0,-0.2,·,S=C1SC2(CCCCCC2)NC2=C1CCCCC2
-1.8,96.8,-0.5,·,COc1ccc2nc3n(c(=O)c2c1)-c1ncccc1C(=O)NC3Cc1ccccc1 (configuration not stated)
-0.5,96.1,-1.1,·,O=C(c1cc(COc2cccc(C(F)(F)F)c2)on1)N1CCCC1
-0.9,103.8,1.1,·,CC1=C(C(=O)N(C(C)C)C(C)C)CC(CC(=O)NCCN2CCOCC2)C(=O)N1Cc1ccccc1 (configuration not stated)
-1.2,99.6,0.3,·,Cc1ccc(-c2ccc(CN3C(C)C(=O)N(Cc4cn(CCC5OCCO5)nn4)CCS3(=O)=O)cc2)cc1 (configuration not stated)

The listing continues.
Wnt bcat act,DSG3 Ab inh,V-ATPase pHluor,Arr AP2 block,Structure
-1.4,100.6,0.0,·,COc1ccc(CN2C(=O)C(CC(=O)NCCCCc3ccccc3)CC(C(=O)N3CCOCC3)=C2C)cc1 (configuration not stated)
-6.2,107.6,-1.7,·,O=C(COC(=O)c1cnccn1)NCc1ccccc1Cl
0.4,99.9,0.5,·,Cc1ccccc1C(=O)OCC(=O)Nc1cccc(S(=O)(=O)N2CCCCC2)c1
-0.7,108.4,-1.0,·,CNC(=O)C[C@H]1C(=O)N(C2CCCCC2)C[C@@H]1C
6.1,100.4,3.7,·,CC(CO)NS(=O)(=O)c1cc(Cl)ccc1F (configuration not stated)
0.1,101.2,0.2,·,Nc1cc(=O)c2[nH]cnc2[nH]1
-0.8,103.8,3.8,·,Cc1ccc(C(=O)NCC(=O)N2CCN(c3ccccc3O)CC2)s1
5.9,97.1,0.5,·,CC1=C(C(=O)N(C)C)CC(CC(=O)NCCCCc2ccccc2)C(=O)N1Cc1ccccc1 (configuration not stated)
-1.0,105.2,5.6,·,Cc1cc(C)cc(NC(=O)COC(=O)C2CC3C=CC2C3)c1 (configuration not stated)
0.7,107.0,0.4,·,Cc1ncc(C(O)c2ccccc2)n1Cc1ccccc1 (configuration not stated)
-1.6,108.6,-3.0,·,C[C@@H]1CN([C@H](C)CO)C(=O)CCCn2nncc2CO[C@H]1CN(C)Cc1ccc(-c2ccccc2)cc1
1.9,103.3,2.8,·,N=C1CCCC1C(=S)SCCC(N)=O (configuration not stated)
-2.2,101.4,0.5,·,Cc1nn(C)cc1CN(C)C(=O)C1CCC(=O)N(CCc2cccc(F)c2)C1 (configuration not stated)
2.1,99.2,2.8,·,CCN(c1ccccc1)S(=O)(=O)c1ccc(C(=O)N2CCN(c3ccccc3F)CC2)cc1
-3.6,106.0,3.1,·,O=C(NCC1CCCN1S(=O)(=O)c1cccs1)C(=O)Nc1ccccc1F (configuration not stated)
-1.3,95.2,1.9,·,O=C(COC(=O)c1ccc(Cl)c(S(=O)(=O)N2CCCCCC2)c1)NCc1ccccc1
11.7,95.2,-2.1,·,O=C(NN=Cc1ccc2c(c1)CCC2)c1ccccc1O
-1.8,113.4,1.1,·,c1ccc(COc2ncnc3c2ncn3CCCNC2CCN(Cc3ccccc3)CC2)cc1

Results in V-ATPase pHluor and Arr AP2 block, for some of the entries so far:
| canonical_smiles | V-ATPase pHluor | Arr AP2 block |
| --- | --- | --- |
| Cc1ncc(C(O)c2ccccc2)n1Cc1ccccc1 (configuration not stated) | 0.4 | · |
| C[C@@H]1CN([C@H](C)CO)C(=O)CCCn2nncc2CO[C@H]1CN(C)Cc1ccc(-c2ccccc2)cc1 | -3.0 | · |
| N=C1CCCC1C(=S)SCCC(N)=O (configuration not stated) | 2.8 | · |
| Cc1nn(C)cc1CN(C)C(=O)C1CCC(=O)N(CCc2cccc(F)c2)C1 (configuration not stated) | 0.5 | · |
| CCN(c1ccccc1)S(=O)(=O)c1ccc(C(=O)N2CCN(c3ccccc3F)CC2)cc1 | 2.8 | · |

Not all compounds are listed; the hit share may differ from the screen's.
